CCT modulator: changes cytosolic chaperonin activity; purified chaperonin ATPase assay, HTRF ADP detection, 30 min; activity change, % (no concentration beside the values), hits read low; actives 0.3% (n = 360,000); AID 651819; in the data active = activity change below about -30%; also: % is scaled to controls: 0 for no effect and ±100 for the full control effect
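ATPase activity: ADP formed was measured by HTRF Transcreener (665/615 nm ratio) after 30 min at 37 deg C with 10 uM ATP. Compounds screened at one 76 uM concentration against 40 or 20 nM TRiC in Tris pH 7.4/KCl/MgCl2/DTT buffer.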
EPAC1 antag: EPAC1 (human) antagonism. O95398. EPAC1 GEF assay, Rap1b-BODIPY-GDP exchange fluorescence. Potency, µM (highest dose often 115 µM), for inactives: at the highest dose activity change, negative = inhibition, usual class: inhibitors. actives 0.14% (n = 360,000). AID 720709;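 also: potency is read from the fitted curve at half-maximal effect; plate controls were vehicle for no effect and positive control for full effect; nearly all actives have a fitted effect of over 50% in size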
WRN inhibitor: inhibitors of human WRN helicase; WRN helicase unwinding, fluorescent forked duplex, kinetic; actives 0.46% (n = 360,000); Q14191; Potency, µM (series often up to 114 µM), for the others: top-dose activity change, negative = inhibition, usual class: inhibitors; AID 651768; also: potency is read from the fitted curve at half-maximal effect; % is scaled to controls: 0 for no effect and ±100 for the full control effect; nearly all actives have a fitted effect of over 55% in size
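Screening of the MLSMR collection measured strand separation of a quenched forked DNA duplex (100 nM) by 20 nM WRN with 2 mM ATP, all final. Compounds were preincubated with enzyme 15 min at room temperature.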
IL2 activator: activates IL-2 in a cell-based reporter assay. IL-2 activation reporter assay, cell-based qHTS; stimulated with anti-CD3/CD4/CD28 beads; in transgenic mouse T cells. activation, % (series mostly up to about 46 µM). actives 0.065% (n = 360,000). AID 652025; in the data active = activation above about 50%; inconclusive = mostly about 30% to 49%; also: 0% is about no effect
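Using fluorescent plate cytometry, EGFP and DsRed are detected in transgenic mouse T cells stimulated 18 h at 37 degrees C with antibody-coated beads after 60 min compound pretreatment.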
PLK1 PBD inh: inhibitors of human PLK1 polo-box domain binding. Plk1 PBD binding of FITC phosphopeptide, fluorescence polarization. Potency, µM, for the others: max response, negative = inhibition, hits mostly inhibitors. actives 2.8% (n = 360,000). AID 720504; also: potency is read from the fitted curve at half-maximal effect; series mostly up to about 57 µM; % is scaled to controls: 0 for no effect and ±100 for the full control effect; nearly all actives have a fitted effect of over 65% in size
EPAC1 ag: agonists of human EPAC1; O95398; EPAC1 agonist qHTS, biochemical assay; response scale: 100% = response to 6.5 mM cAMP; Potency, µM (titrated, usually from 154 µM), without a hit: at the top dose activation, usual class: activators; actives 0.073% (n = 360,000); AID 720707; also: potency is read from the fitted curve at half-maximal effect; nearly all actives have a fitted effect of over 60% in size
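Compounds were pinned as a concentration titration into mixtures of EPAC1 (100 nM), BODIPY-GDP-loaded Rap1B (250 nM) and GDP (50 uM). After 5 min at room temperature, fluorescence was followed for 30 min; activity was scaled to 6.5 mM cAMP.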
PI5P4K alpha inh: blocks human PI5P4K alpha kinase activity; P48426; PI5P4Kalpha enzyme, ADP-Glo luminescence, 60 min; active compounds read low; max response, %; actives 1.2% (n = 330,000); active = max response of -50% or lower; inconclusive = between -30% and -50%; inactive = -30% or higher; also: value at the top dose of about 77 µM; % is scaled to controls: 0 for no effect and ±100 for the full control effect
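ADP-Glo luminescence end-point read after a 60 min room-temperature kinase reaction of PI5P4Kalpha plus substrate, initiated with ATP at 5 microM final. Buffer: 0.038 M HEPES pH 7.4, EGTA, 0.1% CHAPS, 5% DMSO.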
EPAC2 ag: EPAC2 (human) agonism | actives 0.079% (n = 360,000) | AID 720711 | EPAC2 activation, biochemical qHTS; response scale: 100% = 6.5 mM cAMP response | Q8WZA2 | Potency, µM (titrated, usually from 154 µM), without a hit: at the top dose activation, hits mostly activators; also: potency is read from the fitted curve at half-maximal effect; nearly all actives have a fitted effect of over 50% in size
Target sequence (Q8WZA2 whole entry, looked up): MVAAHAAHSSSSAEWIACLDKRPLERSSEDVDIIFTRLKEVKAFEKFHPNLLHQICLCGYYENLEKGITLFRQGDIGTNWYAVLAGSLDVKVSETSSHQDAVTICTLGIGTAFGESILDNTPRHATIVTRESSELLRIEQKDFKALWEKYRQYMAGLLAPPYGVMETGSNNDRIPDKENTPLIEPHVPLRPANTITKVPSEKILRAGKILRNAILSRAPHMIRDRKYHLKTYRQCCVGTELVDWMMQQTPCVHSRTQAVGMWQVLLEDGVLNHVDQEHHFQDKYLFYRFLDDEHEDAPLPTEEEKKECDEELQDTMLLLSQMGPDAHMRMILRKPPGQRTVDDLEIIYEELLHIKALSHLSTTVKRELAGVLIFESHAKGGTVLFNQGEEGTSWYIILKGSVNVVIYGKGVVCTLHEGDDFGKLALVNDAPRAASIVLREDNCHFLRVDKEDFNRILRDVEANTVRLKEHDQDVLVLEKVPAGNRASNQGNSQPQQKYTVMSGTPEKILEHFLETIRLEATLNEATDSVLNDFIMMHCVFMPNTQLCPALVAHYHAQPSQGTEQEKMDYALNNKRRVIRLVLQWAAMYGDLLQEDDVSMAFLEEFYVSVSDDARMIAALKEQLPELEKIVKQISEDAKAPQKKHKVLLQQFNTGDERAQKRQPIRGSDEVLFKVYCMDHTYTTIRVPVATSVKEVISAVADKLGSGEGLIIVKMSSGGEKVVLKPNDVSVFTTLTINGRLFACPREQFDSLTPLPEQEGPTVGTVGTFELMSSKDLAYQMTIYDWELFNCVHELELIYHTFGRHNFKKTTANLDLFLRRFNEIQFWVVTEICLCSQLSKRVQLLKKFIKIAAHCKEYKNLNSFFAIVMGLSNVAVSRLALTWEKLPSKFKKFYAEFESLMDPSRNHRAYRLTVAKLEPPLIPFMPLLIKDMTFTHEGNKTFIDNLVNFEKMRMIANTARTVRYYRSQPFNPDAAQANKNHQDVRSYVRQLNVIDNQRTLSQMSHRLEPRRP
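Exchange assay: 100 nM EPAC2 with 250 nM Rap1B-BODIPY-GDP and 50 uM GDP. Fluorescence (ex 480/em 540 nm) read every 5 min for 30 min at room temperature. Data normalized to 6.5 mM cAMP as agonist control.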
Starred values were filed as active, the others as inactive; ? = inconclusive; . = no result given; [ ] = another dose, or the depositor's remark. Unless noted, calls follow the shape of the dose curve; as a rule, active = well fitted curve in the direction sought with a large enough effect; inconclusive = small, poorly fitted or top-dose-only effect, or another doubt; inactive = no such curve, though single readings can be large; an effect the other way counts as inactive or inconclusive.

SMILES | CCT modulator | EPAC1 antag | WRN inhibitor | IL2 activator | PLK1 PBD inh | EPAC1 ag | PI5P4K alpha inh | EPAC2 ag
Cc1cc(-c2ccc(/C=N/n3cnnc3)o2)ccc1Cl | -0.2 | -11% | -3% | -2.2 | 17% | 2% | -1 | -28%
CCc1cccc(NC(=S)N(CCN(C)C)C(C)c2ccncc2)c1 (configuration not stated) | -0.4 | 8% | 7% | 0.2 | 0% | -5% | -7 | -5%
O=C(CN1C(=O)NC2(CCCCC2)C1=O)N1CCN(S(=O)(=O)c2ccc(F)c(F)c2F)CC1 | 0.1 | -10% | 0% | 0.7 | -7% | 1% | 9 | -1%
C[C@@H]1NC(=O)c2cc([N+](=O)[O-])cc(I)c2OCC[C@@H](C(=O)NC(CC(=O)O)C(N)=O)NC(=O)[C@H](CCC(=O)O)NC1=O (some centres not stated) | -0.7 | ? | 0% | -1.5 | -16% | 4% | -9 | 10%
Clc1ccc(SCCn2ccnc2)cc1 | -2.0 | -19% | -6% | 0.0 | -8% | -2% | -4 | 2%
Cc1c(C(=O)Nc2ccc(Oc3ccccc3)cc2)sc2nc3n(c(=O)c12)CCC3 | -0.9 | 2% | 5% | 0.0 | 0% | 4% | 2 | 13%
CC(=O)c1sc(NC(=O)COc2ccc(Br)cc2)nc1C | -2.7 | 13% | 0% | -1.1 | -10% | 6% | -13 | 10%
CCC(CO)Oc1cc(NCc2ccccc2O)c2ncn(C(C)C)c2c1 (configuration not stated) | 0.2 | -9% | -7% | 0.9 | -8% | 11% | -3 | 8%
Cc1ccc(C(=O)COC(=O)COc2ccc(C)c(C)c2)cc1 | -2.2 | -13% | 4% | -1.2 | -5% | 7% | 10 | 13%
COc1ccc(C(=O)NCCS(=O)(=O)N2CCc3ccccc3C2)cc1 | -3.6 | -28% | -3% | 1.5 | -10% | -8% | 2 | 6%

Compound profiles, from the list above. Order of screens: CCT modulator | EPAC1 antag | WRN inhibitor | IL2 activator | PLK1 PBD inh | EPAC1 ag | PI5P4K alpha inh | EPAC2 ag
Cc1c(C(=O)Nc2ccc(Oc3ccccc3)cc2)sc2nc3n(c(=O)c12)CCC3 across the screens: -0.9 | 2% | 5% | 0.0 | 0% | 4% | 2 | 13%
CC(=O)c1sc(NC(=O)COc2ccc(Br)cc2)nc1C across the screens: -2.7 | 13% | 0% | -1.1 | -10% | 6% | -13 | 10%
Clc1ccc(SCCn2ccnc2)cc1 across the screens: -2.0 | -19% | -6% | 0.0 | -8% | -2% | -4 | 2%

The list continues.
SMILES | CCT modulator | EPAC1 antag | WRN inhibitor | IL2 activator | PLK1 PBD inh | EPAC1 ag | PI5P4K alpha inh | EPAC2 ag
COC(=O)c1cc(=O)c2c(ccc3oc(=O)ccc32)[nH]1 | 0.2 | -10% | -2%[57.1 µM] | -0.3 | -3% | -9% | -7 | -1%
Cc1cc(NC(=O)c2ccc3c(c2)C(=O)N(C(C)(C)C)C3=O)no1 | 0.1 | 19% | 10% | 0.3 | -2% | -6% | 7 | 1%
CC1(C)CC(=O)C(CC2C(=O)CC(C)(C)CC2=O)C(=O)C1 | -4.4 | 5% | -7% | -1.5 | -21% | -1% | 4 | 16%
CCSc1nnc(NC(=O)c2nc3nc(C)cc(C)n3n2)s1 | 0.2 | -7% | -7% | -0.6 | 2% | -2% | -11 | -5%
COc1cccc(Oc2nc3ncn(Cc4ccccc4)c3c(=O)n2C)c1 | -2.9 | -9% | -5% | -0.7 | -5% | -5% | 3 | -3%
CCO[C@H]1OC(C(=O)Nc2ccccc2)=C[C@@H](c2ccc(Br)cc2)[C@@H]1CCCO | -2.1 | -9% | -5% | -0.5 | 1% | -18% | 19 | 6%
COc1ccc(NC(=O)C2CCCN(S(=O)(=O)c3c(C)[nH]c(=O)[nH]c3=O)C2)cc1 (configuration not stated) | 2.3 | 12% | -10% | -1.2 | 2% | -5% | . | 2%
COc1ccc(SCCC(=O)NCc2ccncc2)cc1 | -1.7 | -2% | -16% | 0.0 | -7% | 11% | -5 | 11%
O=C(C1CCCN(Cc2ccncc2)C1)N1CCc2ccccc2C1 (configuration not stated) | 0.9 | 10% | -5% | 0.2 | 2% | 2% | -3 | -8%
CCn1c(=O)c(C(=O)NNS(=O)(=O)c2ccc(C)cc2)c(O)c2ccccc21 | -1.6 | ? | -10% | 0.6 | 1% | -9% | -1 | 21%
NC(=O)NC(=O)C(Nc1ccc(N2CCCCC2)cc1)c1ccccc1 (configuration not stated) | -0.5 | 21% | 7% | 0.3 | 0% | 5% | 0 | 10%
COc1ccc(Cl)cc1NC(=O)C(C)Sc1nncn1C (configuration not stated) | -1.1 | 9% | -6% | 0.4 | 2% | 4% | -6 | 3%
Cn1cccc1/C=N/n1c(-c2ccc(Cl)cc2)n[nH]c1=S | 0.3 | -1% | 0% | 1.0 | -7% | -2% | 3 | -9%
CC(=O)c1cnc2n(c1=O)CCS2 | 0.5 | -4% | -1% | -2.0 | -8% | 8% | -3 | 7%
Cn1c(C(=O)N2CCN(Cc3ccccc3)CC2)cc2c(=O)n(C)c3ccccc3c21 | 0.9 | -15% | -5% | 2.5 | -12% | 0% | -2 | 6%
CCCCC(=O)Nc1cccc(NC(=S)NC(=O)C(C)C)c1 | -1.4 | -4% | 4% | -0.4 | -11% | -4% | -6 | 7%
Cn1c(Sc2ccccc2Cl)c(C=O)c2ccccc21 | -0.8 | 8% | -16% | -2.9 | -3% | 9% | 3 | 7%
Cc1nc([N+](=O)[O-])c(C(=O)OCc2cccc(Br)c2)n1C | 0.2 | -12% | 2%[57.1 µM] | -2.1 | 1% | 8% | 2 | -3%
Cc1c(C)c2c(OCC(=O)N[C@@H](Cc3ccccc3)C(=O)O)cc3c(c2oc1=O)CCC(C)(C)O3 | -2.2 | -16% | -11% | -0.4 | -17% | -20% | -15 | 1%
O=C(NCCCNC(=O)c1cnccn1)c1cccc(F)c1 | -0.3 | 3% | 7% | -3.1 | -3% | 2% | 19 | 6%
CC(=O)NC(Cc1ccccc1C)C(=O)NC1CCN(C(=O)c2ccc(C)cc2)CC1 (configuration not stated) | -0.4 | 8% | 6% | 0.7 | 6% | -2% | -7 | 0%
Cc1cc(C(=O)COc2ccc(Br)cc2F)c(C)n1C1CC1 | 3.2 | 14% | 7% | -0.7 | 0% | 5% | 5 | 5%
O=C1C[C@@H]2CCN3C(=O)CCC[C@@H]([C@H]23)[C@@H]1Cc1ccccc1 | 2.5 | -6% | -5% | 0.3 | -2% | 9% | -1 | -2%
CCOC(=O)[C@]12CCCC=C1N(Cc1ccccc1)C(=O)[C@H](CC(=O)NCc1cccc3ccccc13)C2 | . | ? | 2% | -1.0 | -1% | -10% | -2 | 4%
CCOC(=O)C1(CCOc2ccccc2)CCN(Cc2ccc(C)o2)CC1 | -0.6 | -10% | 10% | 0.4 | -4% | 0% | -3 | 8%
CC1Cc2cc(/C(O)=C3/C(=O)C(=O)N(CCCn4ccnc4)C3c3ccc([N+](=O)[O-])cc3)ccc2O1 (configuration not stated) | -1.0 | 3% | -1% | -0.8 | -4% | -6% | 0 | 4%
CCOc1ccc(CCNC(=O)c2sc3nc4n(c(=O)c3c2C)CCC4)cc1OCC | 0.9 | 9% | -17% | -2.4 | -1% | -8% | -3 | -3%
CC(C)N(Cc1ccccc1)C(=O)c1ccc2c(c1)OCO2 | 1.1 | 16% | 4% | -3.9 | 1% | -17% | 1 | 6%
Cc1nnc(C)n1/N=C/c1ccc(C(C)C)cc1 | 1.6 | 14% | 7% | -1.6 | -3% | -1% | . | -1%
Cc1cc2c(cc1C)NC1(C(=O)Nc3ccccc31)C1=C(CC(C)(C)CC1=O)N2 (configuration not stated) | 1.0 | -28% | -22% | 0.4 | -5% | 5% | -4 | 0%
Cc1[nH]nc2c1/C(=N\O)CC(C)(C)C2 | -1.3 | -12% | -26% | 1.2 | -10% | 13% | 2 | 1%
N#C/C(C(=O)N1CCOCC1)=C1/SC(Cc2ccccc2)C(=O)N1c1ccccc1 (configuration not stated) | -2.1 | -8% | -1% | -0.4 | -6% | -1% | -1 | 12%
COC(=O)c1ccc(COC(=O)c2ccc(N(C)C)cc2)cc1 | -1.4 | -2% | -7%[57.1 µM] | -4.0 | 4% | 14% | . | 11%
CC1CCCCN1C(=O)c1ccc(OC2CCN(S(=O)(=O)N(C)C)CC2)cc1 (configuration not stated) | -0.8 | -3% | 3% | -0.6 | 3% | 3% | 8 | 0%
CCOc1ccc(NC(=O)CCC(=O)c2ccc(F)cc2)cc1 | -0.7 | -17% | -2% | -0.3 | -6% | 6% | 3 | 4%
CCOc1ccccc1NC(=O)CSc1nnc2c(CC)c(C)nc(N)n12 | 3.7 | 4% | 1% | -1.0 | 0% | 5% | . | -4%
O=C(Nc1c(F)cccc1F)C(c1ccccc1)c1ccccc1 | -0.7 | 7% | -2% | 1.2 | -4% | 4% | -3 | 2%
CCOC(=O)[C@]12CCC=C1N(Cc1ccccc1)C(=O)[C@H](CC(=O)NCc1ccccc1)C2 | 2.2 | -10% | -1% | -0.4 | -5% | -12% | 3 | 5%
CCOc1cc(C2C3=C(CC(C)(C)CC3=O)N(C)C3=C2C(=O)CC(C)(C)C3)ccc1O | -4.1 | 6% | 2% | -0.1 | -1% | 19% | -1 | 8%
COc1ccc(C2Nc3ccccc3C(=O)N2NS(=O)(=O)c2ccc(C)cc2)cc1 (configuration not stated) | -1.5 | -23% | -29% | 2.5 | 7% | 6% | -3 | 6%
CCN(CC)CCOC(=O)c1cccc(Br)c1 | 0.6 | 19% | 5% | 0.1 | -8% | 7% | -8 | 5%
CC1=CC(=O)O[C@@H]1[C@@]1(C)C[C@H]2OC(=O)C[C@H]3[C@@H](C)C(=O)C(O)=C1[C@@]23CO | 2.0 | 5% | 6% | 1.6 | -5% | -13% | 5 | 9%
Cc1cccc(OCC(=O)NNC(=O)Nc2cccc(Cl)c2)c1C | -1.5 | -9% | -2% | 0.8 | -7% | -1% | -1 | 0%
N#CC1=C(N)Oc2cc(N)ccc2C1C1CCCCC1 (configuration not stated) | -2.0 | -8% | -7% | -0.7 | -4% | 1% | -17 | 0%
Cc1cccc(CC2S/C(=N/N=C/c3ccco3)NC2=O)c1 (configuration not stated) | 0.9 | -13% | 1% | -1.1 | -4% | 10% | -9 | 4%
Cc1ccc(NC(=O)CSc2nnc(-c3ccncc3)s2)cc1 | -0.7 | -11% | -9% | 0.2 | -12% | 3% | -3 | 10%
O=C1OC(Cc2ccccc2)(c2ccccc2)c2ccccc21 (configuration not stated) | 0.5 | -2% | -7% | -4.0 | 5% | 7% | 2 | 11%

Screening results as filed in PubChem BioAssay.

Only part of the results is shown; the hit share may differ from the screen's.
